# Compound activity: PubChem, National Center for Advancing Translational Sciences (NCATS)
# Menin-MLL TR inh – inhibitors of human menin-MLL interaction, mutant MLL peptide; O00255; Menin + Texas Red MLL mutant peptide, fluorescence polarization; Potency, µM (highest dose often 61.6 µM), inactives show top-dose FP activity change, negative = inhibition, actives largely listed as inhibitors; 0.23% of 270,000 active; active means well fitted inhibition curve with a large enough effect in the polarisation, with a control signal flat, not every such curve was filed as active; inconclusive means small, poorly fitted or top-dose-only effect, or effect the other way, or a change in a side signal; inactive means no such curve, though single readings can be large or run the other way; the % refers to the polarisation; further: potency means the concentration at half of the fitted maximal effect; % of control where 0% means no effect; many of its hits are not listed in these tables
# PKM2 activator – increases activity of human pyruvate kinase M2 | 0.34% of 260,000 active | P14618 | Potency, µM (top dose mostly 57.5 µM), inactives show at the highest dose activation, hits mostly activators | purified PKM2, Kinase-Glo ATP luminescence, activation; response scale: 0% is enzyme alone, no compound; further: potency means the concentration at half of the fitted maximal effect; on the % scale 0 is the no-effect control and ±100 the full control effect; nearly all actives have a fitted effect of over 55% in size
# Target sequence (P14618 whole entry, looked up): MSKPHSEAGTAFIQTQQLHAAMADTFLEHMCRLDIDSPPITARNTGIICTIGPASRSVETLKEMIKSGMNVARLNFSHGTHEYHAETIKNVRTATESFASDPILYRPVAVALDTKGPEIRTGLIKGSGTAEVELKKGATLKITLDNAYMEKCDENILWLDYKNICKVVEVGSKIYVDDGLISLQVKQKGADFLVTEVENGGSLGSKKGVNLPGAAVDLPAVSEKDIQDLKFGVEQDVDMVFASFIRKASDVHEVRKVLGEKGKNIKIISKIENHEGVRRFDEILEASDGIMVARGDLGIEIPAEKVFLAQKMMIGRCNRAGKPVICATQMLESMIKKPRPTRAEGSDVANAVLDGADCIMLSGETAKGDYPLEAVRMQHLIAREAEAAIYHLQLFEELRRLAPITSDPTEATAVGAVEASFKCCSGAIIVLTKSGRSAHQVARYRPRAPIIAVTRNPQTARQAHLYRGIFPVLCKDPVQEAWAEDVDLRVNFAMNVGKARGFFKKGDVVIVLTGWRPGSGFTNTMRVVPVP
#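 Purified hPK-M2 (>95% pure) converted ADP (0.1 mM final) to ATP with 0.5 mM PEP in 50 mM imidazole pH7.2, KCl, MgCl2, Tween 20, BSA; 1 h at room temperature. ATP detected by Kinase-Glo luminescence.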
# hERG WT inh – blocks the wildtype human KCNH2 potassium channel; U2OS, BacMam KCNH2, thallium flux FluxOr; stronger effect = lower value; activity change, % at 1.84 µM; 0.37% of 340,000 active; AID 720551;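 active means maximum activity change below -70%; inconclusive means maximum activity change between -70% and -50%; inactive means maximum activity change above -50%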; further: on the % scale 0 is the no-effect control and ±100 the full control effect
#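 U2OS cells transduced with wild-type KCNH2 virus are loaded with FluxOr dye for 45 min, and thallium flux is measured in kinetic reads before and after stimulation buffer. Rate constants are normalized to DMSO controls.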
# Eya2 inh – Eya2 (human) phosphatase inhibition. O00167. recombinant Eya2, OMFP fluorescence dephosphorylation (OMFP is methylfluorescein phosphate). Potency, µM (doses to about 76.9 µM), for inactives: top-dose activity, negative = inhibition, most hits filed as inhibitors. 0.006% of 330,000 active. AID 488837; further: potency means the concentration at half of the fitted maximal effect; on the % scale 0 is the no-effect control and ±100 the full control effect
#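 Eya2 protein (added as 0.2 uM solution) was preincubated with compound for 10 min at ambient temperature in 50 mM HEPES pH 7.5, 50 mM NaCl, 5 uM MgCl2, 0.05% BSA, 1 mM DTT. OMFP (added at 50 uM) then reacted 10 min; fluorescence read at 485/525 nm.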
# S-ASM inh – blocks human secretory acid sphingomyelinase; 0.006% of 340,000 active; AID 504937; P17405; placental ASM, HMU-PC fluorogenic substrate, 60 min; Potency, µM (titrated, usually from 57.5 µM), for inactives: at the highest dose activity change, negative = inhibition, hits mostly inhibitors; further: potency means the concentration at half of the fitted maximal effect
#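 Fluorescence read-out (Ex 386 nm, Em 447 nm) after stopping the reaction at pH 10. Enzyme: ASM from human placenta; substrate HMU-PC0, 9 uM final; 60 min, 37 °C. Compound preincubation 10 min, ambient temperature.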
# MBNL1 CUG block – blocks human MBNL1 binding to CUG repeat RNA; TR-FRET MBNL1-His/biotin-(CUG)12 binding, 665/545 ratio; Potency, µM (series often up to 57.5 µM), for the others: top-dose activity change, negative = inhibition, most hits filed as inhibitors; 0.036% of 280,000 active; AID 2675; active means well fitted inhibition curve with a large enough effect in the signal ratio, with a control signal flat, not every such curve was filed as active; inconclusive means small, poorly fitted or top-dose-only effect, or effect the other way, or a change in a side signal; inactive means no such curve, though single readings can be large or run the other way; the % refers to the signal ratio; further: potency means the concentration at half of the fitted maximal effect; on the % scale 0 is the no-effect control and ±100 the full control effect
# Target sequence (Q9NR56 whole entry, looked up): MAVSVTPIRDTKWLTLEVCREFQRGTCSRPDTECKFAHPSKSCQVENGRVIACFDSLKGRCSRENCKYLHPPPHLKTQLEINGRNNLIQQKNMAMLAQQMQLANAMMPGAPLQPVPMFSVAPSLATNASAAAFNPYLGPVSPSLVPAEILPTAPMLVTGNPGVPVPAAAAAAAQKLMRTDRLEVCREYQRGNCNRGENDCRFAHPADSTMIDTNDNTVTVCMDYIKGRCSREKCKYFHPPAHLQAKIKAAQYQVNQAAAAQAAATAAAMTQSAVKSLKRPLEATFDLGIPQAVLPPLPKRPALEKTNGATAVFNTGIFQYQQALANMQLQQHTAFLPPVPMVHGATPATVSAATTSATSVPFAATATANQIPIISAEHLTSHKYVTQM
#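 Inhibition of protein-RNA binding appears as loss of TR-FRET between terbium anti-His antibody on MBNL1-His and streptavidin-XL665 on biotin-(CUG)12. Activity is normalized to buffer-only and uninhibited-complex controls.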
# BCR signal inh – chronic active BCR signaling inhibition; ABC-DLBCL IkBa-CBG/CBR reporter, luminescence ratio, 4 h; Potency, µM (titrated, usually from 46.1 µM), inactives show top-dose ratio change, negative = lower green/red ratio, actives largely listed as inhibitors; 0.05% of 340,000 active; AID 493014; active means well fitted inhibition curve with a large enough effect in the signal ratio, with a control signal flat, not every such curve was filed as active; inconclusive means small, poorly fitted or top-dose-only effect, or effect the other way, or a change in a side signal; the % refers to the signal ratio;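 further: potency means the concentration at half of the fitted maximal effect; plate controls were basal doxycycline-induced cells for no effect and cells given 10 µM MG132 for full effect; MG132 reads +100%, hits lower the ratio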
#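 Cell line TMD8 (human ABC DLBCL), stably expressing tet-inducible CBG68-IkBa fusion and CBR; IMDM/0.5% FBS; cpd up to 46 uM; dox induction, 4 h, 37C/5% CO2; dual luminescence; green/red ratio; MG132 control.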
# Mito fusion act – inhibitors of mitochondrial division or activators of mitochondrial fusion; 0.23% of 320,000 active; S. cerevisiae fusion-defective mutant growth rescue, CellTiterGlo 48 h; Potency, µM (top dose mostly 46.1 µM), without a hit: top-dose growth rescue (activation), hits mostly activators;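 further: potency means the concentration at half of the fitted maximal effect; % of control where 0% means no effect; nearly all actives have a fitted effect of over 45% in size; temperature-sensitive fusion mutants such as fzo1-1 at 37 °C on non-fermentable ethanol glycerol medium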
#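 S. cerevisiae fusion-defective temperature-sensitive mutants (e.g. fzo1-1, mgm1-5) grown 48 h at 37C in YPEG (ethanol/glycerol non-fermentable) medium with 23 nl compound per well; growth rescue read as CellTiterGlo luminescence.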
# GALK inhibitor – inhibitors of human galactokinase | P51570 | Purified GALK, Kinase-Glo residual ATP luminescence | Potency, µM (titrated, usually from 57.5 µM), for the others: at the top dose activity change, negative = inhibition, hits mostly inhibitors | 0.007% of 270,000 active | AID 1868; further: potency means the concentration at half of the fitted maximal effect; on the % scale 0 is the no-effect control and ±100 the full control effect
#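 Quantitative HTS: GALK 5 nM, ATP 35 uM, galactose 100 uM, 1 h room temperature, then luciferase-based ATP detection.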
# USP2a block – inhibitors of human ubiquitin-specific protease USP2a | USP2 core, Ub-CHOP2 coupled fluorogenic reporter, 485/531 | 0.01% of 330,000 active | Potency, µM (highest dose often 38.3 µM), without a hit: at the top dose activity change, negative = inhibition, most hits filed as inhibitors | O75604 | AID 463254;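 further: potency means the concentration at half of the fitted maximal effect; plate controls were DMSO wells for no effect and full inhibition by NEM control for full effect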
#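 Cell-free coupled assay: 10nM USP2 core preincubated 30min RT with compound in Tris-HCl pH 8.0/CaCl2/CHAPS buffer, then 25nM Ub-CHOP2 and 25nM reporter substrate; fluorescence (Ex 485/Em 531) read after 60min RT, normalized to NEM inhibition, concentration-response curves fitted.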
# TSHR antag – antagonists of human thyroid stimulating hormone receptor; TSHR-expressing cells, TSH-stimulated cAMP HTRF, 2 h; stronger effect = lower value; activity change, negative = inhibition, % at 11.5 µM; 0.2% of 330,000 active; AID 504810;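 active means activity change below a set negative limit, meaning inhibition stronger than a set level, cut at about -70% in these data; inconclusive means activity change between two set negative limits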; further: on the % scale 0 is the no-effect control and ±100 the full control effect
#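 Inhibition of cAMP made by TSHR-expressing cells under TSH stimulation (4nM final, EC80; 2 h, 37 deg C) is quantified with a one-step lysis HTRF kit, anti-cAMP cryptate versus cAMP-d2.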
# An asterisk follows results filed as active; i = inactive; ? = inconclusive; · = not tested or not shown; [ ] = dose if it differs, or a comment. Unless noted, the call rests on the fitted dose curve; in most records, active means well fitted curve in the direction sought with a large enough effect; inconclusive means small, poorly fitted or top-dose-only effect, or another doubt; inactive means no such curve, though single readings can be large; an effect the other way counts as inactive or inconclusive. Not all compounds are listed; count on the stated rates, not on these rows.
SMILES,Menin-MLL TR inh,PKM2 activator,hERG WT inh,Eya2 inh,S-ASM inh,MBNL1 CUG block,BCR signal inh,Mito fusion act,GALK inhibitor,USP2a block,TSHR antag
O=C1NC(=O)C(c2cn(-c3ccccc3)nc2-c2ccc(F)cc2)N1 (configuration not stated),2%,0%,-4,1%,-4%,5%,-17%,1%,-2%,1%,-1
COc1ccc(C(=O)O)cc1S(=O)(=O)N(CCc1ccccc1)Cc1ccccc1,·,-3%,-7,1%,7%,-17%,?,-1%,1%,-2%,-5
COc1ccc(C(=O)NCC(=O)N/N=C(C)\C=C\c2ccccc2)cc1OC,1%,4%,-7,-5%,-2%,·,-7%,-5%,0%,3%,6
CC(C)(NO)/C(=N\O)c1ccccc1,-1%,9%,-1,-21%,-1%,1%,-2%,2%,-1%,-2%,2
Cc1ccc(S(=O)(=O)N2CCOC2CNC(=O)C(=O)NCCN2CCOCC2)cc1 (configuration not stated),·,0%,-9,3%,5%,-2%,-1%,-1%,-2%,2%,3
O=C(NCc1cccnc1)c1ccc(=O)oc1,26%,2%,4,-6%,11%,10%,3%,-4%,-2%,1%,-8
CCC(=O)Nc1cccc(NC(=O)CSc2nc3c(c(=O)n(C)c(=O)n3C)n2C)c1,·,·,1,-6%,-1%,-11%,-17%,-3%,4%,5%,7
CCOC(=O)c1c(NCC(C)C)c2ccccc2[nH]c1=O,?,1%,-4,-8%,3%,-9%,?,1%,0%,-1%,13
CC(C)c1ccccc1NC(=O)c1ccccc1NC(=O)C1CCCCC1,-2%,1%,-4,-5%,-1%,·,?,4%,0%,-1%,133
C[C@H](NC(=O)OCc1ccccc1)C(=O)NNC(=O)[C@H](C)NC(=O)OCc1ccccc1,·,-3%,·,0%,-1%,4%,7%,-3%,0%,0%,5
CCOC(=O)C1CCC/C1=N\NC(=O)CN(c1cc(OC)ccc1OC)S(=O)(=O)c1ccccc1 (configuration not stated),-14%,0%,5,-1%,4%,-4%,?,-3%,-3%,1%,-17
C=CCOc1ccc(/C=C/C(=O)OCC(=O)NC2CCCCCCC2)cc1,·,1%,7,-4%,3%,3%,0%,0%,5%,-1%,10
Cc1ccc(Cn2c(=O)c3c(nc4n3CCCN4Cc3ccccc3)n(C)c2=O)cc1,-6%,-6%,0,4%,-13%,-6%,2%,-1%,-4%,-1%,-8
COCCCNC(=O)c1cccs1,-1%,-8%,5,4%,-1%,-1%,-10%,-1%,-3%,0%,-1
CC(C)NC(=O)Cn1c(=O)c2c(ncn2Cc2ccccc2)n(Cc2ccccc2)c1=O,·,-2%,-24,-9%,-6%,1%,?,-2%,-1%,1%,1
CCOC(=O)C1(Cc2ccccc2)CCCN(C(=O)c2cn[nH]c2)C1 (configuration not stated),?,·,-3,2%,5%,-5%,0%,3%,-1%,-1%,13
O=C(N/C(=C/c1ccco1)C(=O)N1CCCCC1)c1cccs1,-10%,4%,-10,10%,3%,6%,3%,-1%,-1%,-1%,4
O=C1[C@H]2CCC=C[C@H]2[C@H](c2cccc(Br)c2)N1Cc1ccccc1,-12%,·,4,-12%,-8%,·,-18%,·,·,-1%,-10
COc1ccc(-n2nc3c(c2NC(=O)C2CC2)CS(=O)C3)cc1 (configuration not stated),-3%,-6%,0,4%,2%,0%,1%,-2%,0%,0%,-10
CCN(CC)CCNC(=O)C(=O)Nc1cc2c3c(c1)CCC(=O)N3CCC2,3%,·,-1,1%,6%,-2%,5%,6%,0%,-2%,22
CO/N=C(\CS(=O)(=O)Cc1ccc(OC)cc1)c1ccc(Cl)cc1,?,1%,-12,-13%,4%,-9%,6%,1%,2%,0%,-3
CCOC(=O)C1=C(C)NC2=C(C(=O)CCC2)C1c1cn(Cc2ccc(Cl)cc2Cl)nc1-c1ccccc1 (configuration not stated),20%,-3%,13,-10%,i,20%,?,3%,-2%,-11%,68
Cc1cc(Cl)ccc1OCCCC(=O)NCCc1nnc2ccccn12,0%,-2%,0,2%,3%,2%,7%,2%,0%,2%,8
Cc1ccccc1C(=O)N1CCN(c2ccc(NC(=O)CSc3ccc(Cl)cc3)cc2)CC1,-14%,4%,3,-1%,-3%,-3%,?,2%,-1%,-2%,?
Cc1cc(=O)nc2c3ccccc3n(CC(=O)NCCCN3CCCCC3C)n12 (configuration not stated),·,·,13,-9%,1%,1%,6%,8%,3%,4%,28
CCOc1ccc2oc(-c3ccccc3)c(C(=O)N3CCN(CCO)CC3)c2c1,4%,10%,1,-4%,5%,6%,-10%,-7%,0%,1%,-6
Cc1noc(C)c1NC(=O)N(C)C[C@H]1Oc2ccc(NS(=O)(=O)c3cccs3)cc2C(=O)N([C@H](C)CO)C[C@@H]1C,·,·,8,-14%,2%,·,-2%,·,·,3%,5
CCCCn1c(N)c(N(CCOC)C(=O)c2cccc(-n3cnnn3)c2)c(=O)[nH]c1=O,·,·,23,-12%,6%,·,6%,2%,·,-1%,-1
COc1ccc(Cc2n[nH]c(=S)n2C)cc1Br,-1%,11%,-1,-4%,3%,-10%,-5%,6%,-1%,4%,-5
Cc1cn([C@@H](CCCCNC(=O)OC(C)(C)C)C(=O)NCCCCCCCCCCC(=O)N2CCN(C(=O)OC(C)(C)C)CC2)nn1,·,·,-13,-10%,0%,·,?,-9%,·,-3%,?

# The list goes on; it opens with the 4 that closed the last part.
SMILES,Menin-MLL TR inh,PKM2 activator,hERG WT inh,Eya2 inh,S-ASM inh,MBNL1 CUG block,BCR signal inh,Mito fusion act,GALK inhibitor,USP2a block,TSHR antag
Cc1noc(C)c1NC(=O)N(C)C[C@H]1Oc2ccc(NS(=O)(=O)c3cccs3)cc2C(=O)N([C@H](C)CO)C[C@@H]1C,·,·,8,-14%,2%,·,-2%,·,·,3%,5
CCCCn1c(N)c(N(CCOC)C(=O)c2cccc(-n3cnnn3)c2)c(=O)[nH]c1=O,·,·,23,-12%,6%,·,6%,2%,·,-1%,-1
COc1ccc(Cc2n[nH]c(=S)n2C)cc1Br,-1%,11%,-1,-4%,3%,-10%,-5%,6%,-1%,4%,-5
Cc1cn([C@@H](CCCCNC(=O)OC(C)(C)C)C(=O)NCCCCCCCCCCC(=O)N2CCN(C(=O)OC(C)(C)C)CC2)nn1,·,·,-13,-10%,0%,·,?,-9%,·,-3%,?
CCC(CC)C(=O)Nc1nnc(SCC(=O)NC(C)(C)C)s1,-2%,·,-1,0%,4%,-3%,1%,-8%,0%,-1%,-2
Cc1cc(=O)oc(C)c1C(=O)OCC(=O)c1ccc(Br)cc1,-3%,-8%,-15,0%,-1%,?,15%,5%,3%,1%,-8
C=CCc1cccc(/C=N/NC(=O)CCC(=O)Nc2ccc(F)cc2)c1O,20%,-1%,2,4%,58%[activator],·,-1%,0%,0%,2%,-6
Cc1cc([N+](=O)[O-])nn1CC(=O)Nc1cc(F)ccc1F,-10%,0%,7,7%,1%,8%,-3%,17%,0%,3%,6
CN(C)S(=O)(=O)c1cccc(-c2csc(N/N=C/c3ccco3)n2)c1,·,-5%,-3,-29%,3%,11%,7%,-6%,-2%,-13%,14
O=C(COC(=O)[C@H](Cc1ccccc1)NC(=O)c1ccco1)NC(c1ccccc1)c1ccccc1,7%,-1%,-2,-6%,-4%,2%,-6%,-3%,-2%,0%,-7
O=S(=O)(c1ccccc1)N1CCN(c2ccccc2)CC1,23%,0%,-4,2%,-1%,-5%,-7%,-2%,-2%,2%,18
COc1ccc(/C=C2\N=C(C(C)(C)C)OC2=O)c(OC)c1,-10%,·,-12,-6%,-7%,0%,-2%,7%,11%,2%,1
